Screening data from PubChem BioAssay.
PLK1 PBD block – blocks phosphopeptide binding to human PLK1 polo-box domain | Plk1 PBD binding of FITC phosphopeptide, fluorescence polarization | Potency, µM, inactives show max response, negative = inhibition, hits mostly inhibitors | 360,000 compounds, 2.8% hits | AID 720504; also: potency is read from the fitted curve at half-maximal effect; series mostly up to about 57 µM; % is scaled to controls: 0 for no effect and ±100 for the full control effect; nearly all actives have a fitted effect of over 65% in size
Target sequence (P53350 whole entry, looked up, the tested form may be a part): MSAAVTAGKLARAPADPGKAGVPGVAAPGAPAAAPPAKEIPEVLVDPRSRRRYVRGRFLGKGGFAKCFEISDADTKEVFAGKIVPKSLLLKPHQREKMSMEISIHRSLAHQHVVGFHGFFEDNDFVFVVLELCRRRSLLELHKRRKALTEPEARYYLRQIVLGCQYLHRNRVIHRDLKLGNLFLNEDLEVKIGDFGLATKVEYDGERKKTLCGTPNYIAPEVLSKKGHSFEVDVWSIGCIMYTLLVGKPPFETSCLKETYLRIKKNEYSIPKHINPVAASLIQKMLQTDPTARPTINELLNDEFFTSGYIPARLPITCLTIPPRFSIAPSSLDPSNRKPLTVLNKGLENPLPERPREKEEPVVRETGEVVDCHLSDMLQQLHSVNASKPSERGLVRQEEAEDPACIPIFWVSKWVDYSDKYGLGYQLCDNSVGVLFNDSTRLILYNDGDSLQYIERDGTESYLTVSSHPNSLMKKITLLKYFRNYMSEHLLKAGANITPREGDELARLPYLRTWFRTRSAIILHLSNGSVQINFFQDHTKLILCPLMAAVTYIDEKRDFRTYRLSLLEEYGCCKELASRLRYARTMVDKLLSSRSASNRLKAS
WRN helicase inh – blocks human WRN helicase. Potency, µM (doses to about 114 µM), for inactives: top-dose activity change, negative = inhibition, hits mostly inhibitors. 360,000 compounds, 0.46% hits. WRN helicase unwinding, fluorescent forked duplex, kinetic; also: potency is read from the fitted curve at half-maximal effect; % is scaled to controls: 0 for no effect and ±100 for the full control effect; nearly all actives have a fitted effect of over 55% in size
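Fluorescence dequenching readout, ex 525 nm/em 598 nm, kinetic mode: forked duplex DNA (100 nM final) with adjacent fluorophore and quencher unwound by WRN (20 nM final) with 2 mM ATP. Compound preincubation 15 min, room temperature.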
PI5P4K alpha inh – blocks human PI5P4K alpha kinase activity; P48426; PI5P4Kalpha enzyme, ADP-Glo luminescence, 60 min; hits give low values; max response, %; 330,000 compounds, 1.2% hits; active = max response of -50% or lower; inconclusive = between -30% and -50%; inactive = -30% or higher; also: value at the top dose of about 77 µM; % is scaled to controls: 0 for no effect and ±100 for the full control effect
Target sequence (P48426 whole entry, looked up): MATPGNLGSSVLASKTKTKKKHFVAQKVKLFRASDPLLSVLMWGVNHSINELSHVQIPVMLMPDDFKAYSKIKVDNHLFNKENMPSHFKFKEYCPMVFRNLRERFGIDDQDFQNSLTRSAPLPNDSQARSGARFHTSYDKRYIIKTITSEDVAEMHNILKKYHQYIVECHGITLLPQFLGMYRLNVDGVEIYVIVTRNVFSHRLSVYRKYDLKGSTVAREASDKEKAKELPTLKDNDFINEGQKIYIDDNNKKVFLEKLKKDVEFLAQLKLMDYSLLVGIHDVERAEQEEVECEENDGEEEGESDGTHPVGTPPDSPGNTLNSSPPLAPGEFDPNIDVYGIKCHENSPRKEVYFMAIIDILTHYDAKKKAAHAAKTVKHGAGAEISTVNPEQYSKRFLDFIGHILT
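Luminescence from ADP-Glo served as readout of PI5P4Kalpha activity in a qHTS format. Reaction: enzyme, substrate, compound, ATP at 5 microM final, 60 min at RT.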
EPAC1 antag – blocks human EPAC1 exchange factor; O95398; EPAC1 GEF assay, Rap1b-BODIPY-GDP exchange fluorescence; Potency, µM (series often up to 115 µM), inactives show top-dose activity change, negative = inhibition, most hits filed as inhibitors; 360,000 compounds, 0.14% hits; AID 720709;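 also: potency is read from the fitted curve at half-maximal effect; plate controls were vehicle for no effect and positive control for full effect; nearly all actives have a fitted effect of over 50% in size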
Abeta rescue – A-beta toxicity reversal in yeast | 410,000 compounds, 0.063% hits | Potency, µM (top dose mostly 46.1 µM), for inactives: at the top dose growth rescue, usual class: activators | yeast expressing A-beta42, growth rescue, OD600, 48 h; response scale: 0% DMSO, 100% iron-clioquinol control; also: potency is read from the fitted curve at half-maximal effect; nearly all actives have a fitted effect of over 55% in size
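Yeast growth medium received pinned compounds, then yeast cells expressing toxic A-beta were added; plates incubated at 30 C for 48 hr. Growth read as absorbance at 600 nm, normalized to DMSO and equimolar FeCl3 plus clioquinol controls.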
EPAC1 agonist – agonists of human EPAC1; Potency, µM (doses to about 154 µM), inactives show top-dose activation, most hits filed as activators; EPAC1 agonist qHTS, biochemical assay; response scale: 100% = response to 6.5 mM cAMP; 360,000 compounds, 0.073% hits; O95398; also: potency is read from the fitted curve at half-maximal effect; nearly all actives have a fitted effect of over 60% in size
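Compounds were pinned as a concentration titration into mixtures of EPAC1 (100 nM), BODIPY-GDP-loaded Rap1B (250 nM) and GDP (50 uM). After 5 min at room temperature, fluorescence was followed for 30 min; activity was scaled to 6.5 mM cAMP.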
FUS suppressor – suppressors of FUS proteinopathy in yeast | Potency, µM (highest dose often 76.6 µM), inactives show top-dose growth rescue (activation), usual class: activators | S. cerevisiae FUS-expressing, growth rescue, OD600, 24 h | 390,000 compounds, 0.24% hits;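 also: potency is read from the fitted curve at half-maximal effect; plate controls were DMSO vehicle for no effect and reference control for full effect; nearly all actives have a fitted effect of over 55% in size; some results filed as inactive show a strong effect at the top dose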
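Galactose (2%) drives FUS expression in yeast precultured in raffinose; seeding density OD 0.005. Test compounds incubated 24hr at 30C and 99% humidity before absorbance at 600 nm was measured.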
IL2 activator – IL-2 activation | IL-2 activation reporter assay, cell-based qHTS; stimulated with anti-CD3/CD4/CD28 beads; in transgenic mouse T cells | activation, % (series mostly up to about 46 µM) | 360,000 compounds, 0.065% hits | AID 652025; in the data active = activation above about 50%; inconclusive = mostly about 30% to 49%; also: 0% is about no effect
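First, unstimulated transgenic mouse T cells were exposed to compound for 60 min. Next, anti-CD3/anti-CD4-coated beads with anti-CD28 were added. Finally, after 18 h at 37 degrees C, EGFP and DsRed were imaged.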
* marks the source's active call; other numbers are inactive results; ? = inconclusive; . = not tested or not shown; & = joins results of further samples; [ ] = another dose, or the depositor's remark. Unless noted, calls follow the shape of the dose curve; as a rule, active = well fitted curve in the direction sought with a large enough effect; inconclusive = small, poorly fitted or top-dose-only effect, or another doubt; inactive = no such curve, though single readings can be large; an effect the other way counts as inactive or inconclusive.

SMILES	PLK1 PBD block	WRN helicase inh	PI5P4K alpha inh	EPAC1 antag	Abeta rescue	EPAC1 agonist	FUS suppressor	IL2 activator
C[C@@H]1CN([C@@H](C)CO)C(=O)c2cccc(NS(C)(=O)=O)c2O[C@H]1CN(C)C(=O)Nc1ccc(F)cc1	-6%	4%	3	-12%	-9%	-14%	-15%	0.0
O=C(OCCCN1CCOCC1)c1ccc(O)c(O)c1	-7%	-1%	4	7%	-2%	3%	5%	-0.7
Cc1ccc(N2C(=O)C3C4C=CC(CC4)C3C2=O)cc1Cl (stereo unspecified)	-10%	3%	1	-22%	10%	11%	-22%	0.2
CC(=O)c1cccc(NC(=O)NCc2cccs2)c1	-7%	-10%	.	-5%	21%	4%	11%	-3.4
Cc1cc(-n2c(C)cc(C(=O)COc3cc(F)ccc3[N+](=O)[O-])c2C)no1	-9%	-7%	0	-3%	-15%	9%	12%	0.2
COc1ccc(-c2cn(CCC(=O)O)c(-c3ccncc3)n2)cc1	-5%	-4%	1	16%	-6%	-7%	-13%	0.2
COc1ccc(NC(=O)[C@H](C)NC(=O)C2CCN(S(=O)(=O)c3ccc(C)cc3)CC2)cc1	-6%	1%	1	-4%	-13%	-18%	39%	0.3
Cn1c(SCC(=O)c2ccccc2)nc2cccnc21	-17%	3%	-2	5%	-13%	8%	12%	0.4
CC(Sc1nc(-c2ccccc2)cc(C(F)(F)F)n1)C(=O)NCCN1CCOCC1 (stereo unspecified)	-1%	-6%	.	6%	11%	-3%	6%	4.6
Cc1nc(-c2coc3c(CN(C)C)c(O)ccc3c2=O)cs1	-2%	2%	.	1%	28%	-9%	21%	-4.6
O=C(NCCN1C(=O)C2C3C=CC(C3)C2C1=O)N1CCCCC1 (stereo unspecified)	-3%	-3%	0	-7%	3%	3%	-10%	-1.4
CC(C)NC(=O)C1(C)CN(S(C)(=O)=O)CC(=O)N1Cc1cccc(F)c1 (stereo unspecified)	-14%	5%	-2	-3%	-2%	2%	-11%	-0.2
c1ccc(-c2cc(-c3nnc4sc(-c5ccccn5)nn34)[nH]n2)cc1	-8%	-13%[57.1 µM]	-58*	1%	8%	-2%	.	-3.0
O=C(Nc1cccc(F)c1)c1ccc(S(=O)(=O)NCC2CCCO2)cc1 (stereo unspecified)	-4%	-5%	.	-2%	-8%	-5%	18%	0.6
CCS(=O)(=O)N1CCN(Cc2ccccc2OC)CC1	2%	-6%[57.1 µM]	.	-4%	0%	8%	3%	0.7
CC(C(=O)Nc1ccccc1C(=O)O)n1c(C(F)(F)F)nc2ccccc21 (stereo unspecified)	-5%	-4%	7	5%	4%	5%	0%	-0.6
Cc1ccc(OCc2ccoc2C(=O)O)cc1C	?	-34%[57.1 µM]	3	-21%	-3%	0%	-5%	-1.0
O=C(NC1CCCC1)C(c1ccco1)N1CCN(c2c(Cl)cncc2Cl)CC1 (stereo unspecified)	-4%	9%	3	11%	17%	-4%	4%	1.9
O=C(CSCc1ccccc1)Nc1ccc2c(c1)C(=O)NC2=O	-23%	-4%	0	-4%	9%	5%	8%	-0.9
Cc1cccc(NC(=O)CSc2nnnn2C)n1	2%	0%	-3	7%	6%	2%	-19%	1.1

Three records picked at random from those above:
SMILES	PLK1 PBD block	WRN helicase inh	PI5P4K alpha inh	EPAC1 antag	Abeta rescue	EPAC1 agonist	FUS suppressor	IL2 activator
O=C(NCCN1C(=O)C2C3C=CC(C3)C2C1=O)N1CCCCC1 (stereo unspecified)	-3%	-3%	0	-7%	3%	3%	-10%	-1.4
CC(C(=O)Nc1ccccc1C(=O)O)n1c(C(F)(F)F)nc2ccccc21 (stereo unspecified)	-5%	-4%	7	5%	4%	5%	0%	-0.6
CC(C)NC(=O)C1(C)CN(S(C)(=O)=O)CC(=O)N1Cc1cccc(F)c1 (stereo unspecified)	-14%	5%	-2	-3%	-2%	2%	-11%	-0.2

More results
SMILES	PLK1 PBD block	WRN helicase inh	PI5P4K alpha inh	EPAC1 antag	Abeta rescue	EPAC1 agonist	FUS suppressor	IL2 activator
COc1ccc(OCC(=O)Nc2ccc3c(c2)nc(CCN2CCCCC2)n3C)cc1	?	-9%	-1	-3%	10%	0%	26%	-2.5
NC(=O)C1CCN(C(=O)CSc2ccsc2[N+](=O)[O-])CC1	-17%	-6%	-12	-3%	-12%	13%	-14%	1.1
CC1=C(C(=O)N(C)C)CC(CC(=O)NC2CC2)C(=O)N1Cc1ccccc1 (stereo unspecified)	-2%	9%	-3	-10%	-4%	4%	-9%	-0.8
COc1ccc(OCC(=O)NCCCNC(=O)COc2ccc(OC)cc2)cc1	1%	7%	0	-18%	-7%	-6%	-18%	1.0
COc1ccc(CCNC(=O)CN2CCN(c3cccc(C(F)(F)F)c3)CC2)cc1	-10%	-5%	3	3%	11%	27%	24%	-1.9
CC(C)c1ccc(CN(C(=O)c2cc3ccccc3oc2=O)C2CCS(=O)(=O)C2)cc1 (stereo unspecified)	-7%	-4%	.	0%	23%&-3%	3%	?	2.0
CC(Oc1cccc(Cl)c1)C(=O)N1CCN(c2ncccn2)CC1 (stereo unspecified)	-2%	-3%	6	-6%	-14%	5%	-9%	0.4
Cc1ccc(NC(=O)CN2C(=S)NC(C)(C)CC2C)cc1Cl (stereo unspecified)	?	8%	-3	1%	29%	-7%	14%	0.4
COc1ccccc1-c1cc(C(F)(F)F)nc(N2CCN(c3ccc(F)cc3)CC2)n1	-15%	5%	12	8%	-9%	11%	-10%	-0.1
O=C(c1ccc(-c2ccc(Cl)cc2Cl)o1)N1CCOCC1	-3%	-4%	-2	5%	9%	-4%	-1%	-0.6
O=C(CC[C@H]1O[C@@H](n2ccc(=O)[nH]c2=O)[C@H](O)[C@@H]1O)N[C@H](Cc1ccccc1)C(=O)NCC1CCCCC1	3%	0%	0	-16%	-10%	-24%	1%	1.4
CCOC(=O)c1[nH]c2ccc(OC)cc2c1NC(=O)c1ccccc1C(=O)O	-7%	18%	-2	6%	-9%	6%	9%	-0.2
O=C(COC(=O)c1ccccn1)NCc1ccc(Cl)cc1Cl	-3%	6%	0	4%	15%	14%	-13%	0.1
COc1ccc(/C=C(/NC(=O)c2ccccc2)C(=O)NC2CCS(=O)(=O)C2)cc1 (stereo unspecified)	15µM*	4%	-15	-3%	-15%	0%	-14%	-0.3
CC(C)C[C@@H]1COc2cccc(N3CCN(Cc4ccccc4F)CC3)c2S(=O)(=O)N1	-3%	-4%	16	-11%	3%	5%	3%	0.8
COc1ccc(/C=C/C(=O)Nc2ccccc2C(N)=O)cc1S(=O)(=O)N1CCOCC1	-11%	-11%	-4	-12%	6%	5%	32%	1.2
CCOC(=O)c1cnc(-n2nc(C)cc2C)nc1Nc1ccc(C)cc1	-2%	-5%	16	5%	11%	-3%	.	-0.5
COCCN(CCOC)C(=O)N1CCOCC1	-12%	9%	4	-3%	-15%	10%	21%	-1.6
CC(C)c1ccc(NNC(=O)C2CCC2)cc1	-2%	11%	-1	12%	-8%	-4%	-1%	0.2
Cc1cc(C)cc(C(=O)Nc2cc3c4c(c2)CC(=O)N4CCC3)c1	-2%	-18%	6	9%	21%	-7%	-2%	-2.9
CCN(CC)c1ccc(/C=C2\SC(=O)N(C(C)C)C2=O)o1	63%[activator]	?	1	23%	-35%[inhibitor]	13%	-4%	0.7
COC(=O)C[C@H]1C[C@H]2c3cc(NC(=O)C4CCC4)ccc3O[C@H]2[C@H](CO)O1	-5%	6%	1	8%	-3%	-17%	-19%	-1.3
Cc1cccc(C(=O)OC2CCN(C)CC2)c1	-3%	-2%	-1	-7%	-1%	5%	-11%	0.3
CCOc1ccc(CN(C)C(=O)c2cccnc2SC)cc1OC	-21%	-6%	4	30%[activator]	5%	6%	-3%	-2.2
O/C(=C\c1ccc2ccccc2n1)c1ccc(O)cc1O	26%	-20%	-3	6%	2%	2%	-2%	2.0
COCCNC(=O)c1ccccc1NS(=O)(=O)c1ccc(C)c([N+](=O)[O-])c1	6%	1%	16	-5%	6%	-10%	.	0.1
Cc1ccc(S(=O)(=O)Nc2ccc3c(c2)c2c(n3S(=O)(=O)c3ccc(C)cc3)CCCC2=O)cc1	-1%	-2%	0	8%	-3%	8%	-5%	1.4
Cc1ccc(NC(=O)c2ccccc2OCC(=O)Nc2ccccc2F)cc1S(=O)(=O)N(C)C	-10%	-9%	15	?	-9%	6%	-6%	-0.9
O=S(=O)(Nc1ccc2c3c(cccc13)CC2)c1ccccc1	-12%	-4%	19	-8%	6%	20%	-18%	-2.6
COc1ccc(CNCc2cccn2C)cc1	-2%	-6%	1	0%	4%	7%	-6%	0.5
O=C(O)/C=C/c1coc2ccccc2c1=O	-15%	2%	-10	9%	-1%	15%	14%	-2.3
Cc1cc(C)c(S(=O)(=O)N2CCN(C(=O)CC(C)n3nc(C)nc3C)CC2)c(C)c1 (stereo unspecified)	-1%	-3%	7	0%	8%	-2%	-3%	-1.1
Cc1ccc(C)c(OCC(=O)NC(Cc2c[nH]c3ccccc23)C(=O)O)c1 (stereo unspecified)	-20%	1%	-4	-2%	-6%	-8%	18%	-1.7
O=C(NC1CCS(=O)(=O)C1)c1cccc(Br)c1 (stereo unspecified)	-16%	-33%	-7	-13%	2%	10%	10%	-0.4
O=C(Cc1cccc2ccccc12)NC(NC(=S)Nc1ccccc1Cl)C(Cl)(Cl)Cl (stereo unspecified)	24µM*	-11%	-14	-1%	-8%	-8%	4%	-0.5
Cc1ccc(C(C(=O)NCc2ccccc2)N(C(=O)c2csnn2)C2CC2)cc1 (stereo unspecified)	1%	2%[57.1 µM]	-1	-5%	0%	1%	-11%	-0.1
CC(=O)Nc1ccc(S(=O)(=O)Nc2cccc(N(C)S(C)(=O)=O)c2)cc1	0%	2%	-1	4%	2%	8%	-2%	0.7
O=C(Nc1nc([C@@H]2O[C@H](CO)[C@@H](O)[C@H](O)[C@H]2O)cs1)NC(c1ccccc1)c1ccccc1	4%	5%[57.1 µM]	-2	3%	-6%	-8%	-11%	-0.4
CCCCc1[nH]c(=O)c(C#N)c2c1CCCC2	0%	-7%	.	-1%	-9%	-1%	9%	-2.9
COc1cccc(C(=O)NCC(c2ccco2)N2CCc3ccccc3C2)c1 (stereo unspecified)	-1%	-6%	8	1%	9%	12%	-2%	-3.1
COC(=O)c1ccc(CNC(=O)COC(=O)CCC(=O)c2ccc(F)cc2)cc1	-4%	0%	1	-2%	9%	0%	.	1.2
O=C(/C=C/Nc1ccc(S(=O)(=O)Nc2cnc3ccccc3n2)cc1)c1cccnc1	-22%	-8%	3	-7%	23%	5%	22%	1.4

Rows were taken by chance. About 4.1% of those tested had a hit in this group.
